Assay outcomes as filed in PubChem BioAssay.
mouse EphA4 binding: inhibitors of EphA4 binding to KYL peptide, primary screen, biochemical, colorimetric, mouse EphA4 (AID 689); Ephrin type-A receptor 4 (Mus musculus); EphA4-AP binding to KYL peptide, pNPP A405; higher % means a stronger effect; inhibition, % at 10 µM, or IC50 in µM where a hit was titrated; 0.1% of 62,000 active; in the data active = a potency from the dose series; inactive = the rest, 99 in 100 with inhibition below about 22%
Active calls of the source: *; & = joins results of further samples. An excerpt (hit frequency here may not be typical).

SMILES | mouse EphA4 binding
COc1ccc2nc(C)c3c(c2c1)OC(C)C3 (stereo unspecified) | -12%
COC(=O)C1=C(CSc2nncn2C)NC(=O)NC1c1ccc(F)cc1 (stereo unspecified) | -17%
CCCOC(=O)Nc1ccc(S(=O)(=O)Nn2cnnc2)cc1 | -9%
CCOCCCN1CC(C(=O)NCCc2ccccc2)CC1=O (stereo unspecified) | 0%
CNC(=O)CSc1nc2nc(C)cc(C)n2n1 | -8%
Cc1ccc(OCCCOc2cccc3cccnc23)cc1C | -7%
COc1cc(C)c(Cl)cc1S(=O)(=O)n1ccnc1C | -14%
O=C1c2ccc3c4c(ccc(c24)C(=O)N1CCc1ccc(Cl)cc1)CC3 | 1%
Cc1cc(C)c(CSc2ncc(-c3ccc([N+](=O)[O-])cc3)[nH]2)c(C)c1 | 19%
COc1ccc2cc(CN(CCCN3CCOCC3)Cc3nnnn3C3CCCCC3)c(=O)[nH]c2c1 | 2%
CCCn1c(C)cc(C(=O)COC(=O)c2ccc(Cl)c(S(=O)(=O)N3CCCC3)c2)c1C | 2%
Cn1cc(CC(=O)N2CCN(c3ccccc3F)CC2)c2ccccc21 | 11%
O=C(CSc1ccc(Cl)cc1)N1CCN(c2c(Cl)cccc2[N+](=O)[O-])CC1 | -4%
COc1cccc(S(=O)(=O)N2CCOCC2)c1 | -14%
CCn1c(C)nc2cc(S(=O)(=O)N3CCCC3)ccc21 | -12%&-1%
CCc1ccc(C(=O)CSc2ncn[nH]2)cc1 | 2%
Cc1ccccc1NC(=O)c1c(O)c2cccc3c2n(c1=O)CCC3 | -6%
O=C(NC1CCCCC1)C(c1ccc2ncccc2c1)N(Cc1ccc2c(c1)OCO2)C(=O)c1cccs1 (stereo unspecified) | -20%
COc1cccc(NC(=O)CC2SC(=Nc3ccccc3)NC2=O)c1 (stereo unspecified) | -12%
CCSc1cc(C2C(C(=O)OC)=C(C)NC3=C2C(=O)CCC3)c(C)o1 (stereo unspecified) | -1%
Cc1ccc(NC(=O)C2CCCN(S(=O)(=O)c3c(C)noc3C)C2)nc1 (stereo unspecified) | -1%
Cc1nc(NC(=O)c2ccc(Cl)cc2)sc1-c1csc(Nc2cccc(F)c2)n1 | 26%
CCc1ccccc1NC(=O)c1nnn(CC(=O)Nc2cccc(C)c2C)c1N | -4%
CS(=O)(=O)N(CC(=O)O)c1ccccc1Br | -2%
Cc1ccc(N2C(=S)N=C(Nc3ccccc3C)C23CCOC(C)(C)C3)cc1 (stereo unspecified) | -18%
SMILES | mouse EphA4 binding
CCCC(=O)c1c[nH]c(C(=O)NCCCN2CCOCC2)c1 | -8%
CN(CC(=O)Nc1ccc(C#N)cc1)Cc1ccc(Cl)cc1 | -4%
CC(C)(C)c1ccc(-c2nc(C#N)c(NCc3ccncc3)o2)cc1 | 4%
COc1cccc(C2C(C(=O)Nc3ccccc3)=C(C)N=c3s/c(=C\c4ccc5c(c4)OCO5)c(=O)n32)c1 (stereo unspecified) | 12%
COc1ccc(NC(=O)CN(C)S(=O)(=O)c2ccc3c(c2)OCCO3)c2ncccc12 | -16%
COc1ccc(NC(=O)CN(C)S(=O)(=O)c2ccc(Cl)cc2)cc1Cl | -8%
COc1ccc(C2=NN(c3nc(-c4ccc(F)cc4)cs3)C(c3ccc(OC)cc3)C2)cc1 (stereo unspecified) | 10%
CCCc1nc(N)c(C#N)c(-c2cccnc2)c1CC | -16%
COc1ccc(CN(C(=O)c2nsc(Cl)c2Cl)C(C(=O)NC2CCCCC2)c2ccc(OC)cc2)cc1 (stereo unspecified) | -4%
CC(=O)NC1(c2ccc(F)cc2)CCN(C(=O)Nc2ccc(F)cc2F)CC1 | -3%
O=C(NCCCN1CCOCC1)C1COc2ccccc2O1 (stereo unspecified) | -9%
C=CCNC(=S)NNC(=O)c1cccn(Cc2cccc(Cl)c2)c1=O | -10%
O=C(N1CCOCC1)N1CCOCC1 | -1%
c1ccc2c(c1)OCC(c1nnc3n1-c1ccccc1SC3)O2 (stereo unspecified) | -4%
O=C(O)/C=C/c1cn(Cc2ccccc2)nc1-c1ccccc1 | -10%
CC(=O)c1ccc(-n2c(CCC(=O)O)ccc2-c2cccs2)cc1 | -9%
CCCn1c(=N)c(C(=O)NCc2ccc3c(c2)OCO3)cc2c(=O)n3cccc(C)c3nc21 | -1%
CC(C)(C)NC(=O)CN(Cc1cccnc1)C(=O)c1csnn1 | -8%
Cc1cc(Nc2nc3ccccc3nc2Cl)n(-c2ccccc2)n1 | -4%
Cc1nc(N2CCN(S(=O)(=O)c3ccccc3)CC2)c2c3c(sc2n1)CC(C)CC3 (stereo unspecified) | 8%
COc1ccccc1NC(=O)CCN1C(=O)C2CC=C(Cl)CC2C1=O (stereo unspecified) | -2%
COc1cc2cc(C)nc(Cc3cccc4ccccc34)c2cc1OC | 5%
CCOc1ccc(OCC)c(NC(=O)CN(C)S(=O)(=O)c2cccc3nsnc23)c1 | -11%
COC(=O)CC1=C(C)C(=O)CC2C(C)(C)CCCC12C (stereo unspecified) | -10%
CC(=O)N1CCN(c2nc(-c3ccco3)c3c(c2C#N)CC(C)(C)SC3)CC1 | -9%
SMILES | mouse EphA4 binding
Cn1c(=O)n(CCOc2ccc([N+](=O)[O-])cc2)c2ccccc21 | -6%
COc1cccc(C2C(C(=O)c3cc4ccccc4o3)=C(O)C(=O)N2c2cc(C)on2)c1OC (stereo unspecified) | -9%
CC(C)CC(NS(=O)(=O)c1ccc2c(c1)oc(=O)n2C)C(=O)NCc1cccnc1 (stereo unspecified) | -7%
CSc1nnc(-c2cc3c(-c4ccccc4)nn(C)c3s2)n1C | -4%
Cc1ccc(C(=O)Nc2nnc(-c3ccc(C(C)(C)C)cc3)s2)cc1 | -2%
Cc1cc(C)n(-c2ccc(C(=O)OCC(=O)NCc3ccco3)cc2)n1 | -1%
CCOC(=O)N1CCN(c2c(Nc3cc(C)[nH]n3)c(=O)c2=O)CC1 | -4%
CC(C)CC(NC(c1ccccc1)(c1ccccc1)c1ccccc1)C(=O)O (stereo unspecified) | -4%
Cc1ccc(NC2=C(C(=O)c3ccccc3)N(C)S(=O)(=O)c3ccccc32)cc1 | 4%
CCCNCCC(c1ccco1)c1ccccc1OC (stereo unspecified) | -3%
Cc1cccc(OCCSc2ncnc3nc[nH]c23)c1 | -14%
COCCn1c(SCCN2CCOCC2)nc2c1c(=O)[nH]c(=O)n2C | -10%
CCC(=O)N1CCN(c2ccc(NC(=O)c3c(F)c(F)c(OC)c(F)c3F)cc2)CC1 | -14%
COc1ccc(NC(=O)CN(C2CCCCC2)S(C)(=O)=O)cc1Cl | -2%
CCOC(=O)c1ccc(N2NC(=O)/C(=C/c3cc(Br)ccc3O)C2=O)cc1 | 5%
O=[N+]([O-])c1ccccc1/C=C/C=N/n1c(-c2ccc(Cl)cc2)n[nH]c1=S | -8%
COc1ccc(OCc2nnc3n2N=C(c2ccc(C)cc2)CS3)cc1 | -8%
Cc1cc(C)n(-c2nnc(C)n2N)n1 | -5%
Cn1nccc1C(=O)c1ccc(Cl)cc1 | 5%
Cc1c(NC(=O)/C=C/c2cn(-c3ccccc3)nc2-c2ccc(F)cc2)c(=O)n(-c2ccccc2)n1C | 0%
COC(=O)[C@H](C)NC(=O)Nc1ccc(Oc2ccccc2)cc1 | -8%
CCOC(=O)N1CCC(NC(=O)c2cc3c(-c4ccccc4F)nn(C)c3s2)CC1 | 11%
CC1=NNC(=O)C1CCC(=O)N/N=C\c1ccccc1[N+](=O)[O-] (stereo unspecified) | -6%
COCCCNC(NC(=O)c1ccc(C)cc1)C(Cl)(Cl)Cl (stereo unspecified) | -12%
Cn1c(=O)c2c(-c3ccccc3)n(C3CCCCC3)cc2n(C)c1=O | 15%

Brought forward from above: 2 compounds, then new ones.
SMILES | mouse EphA4 binding
COCCCNC(NC(=O)c1ccc(C)cc1)C(Cl)(Cl)Cl (stereo unspecified) | -12%
Cn1c(=O)c2c(-c3ccccc3)n(C3CCCCC3)cc2n(C)c1=O | 15%
CC(=O)Nn1c(COc2ccccc2C)nc2ccccc2c1=O | -5%
CCCCOCCCn1c(-c2ccco2)nc2nc3ccccc3nc21 | 6%
O=C(OCC1OC(n2cnc3c(N(C(=O)c4ccccc4)C(=O)c4ccccc4)ncnc32)C(O)C1F)c1ccccc1 (stereo unspecified) | -17%
Fc1ccc(Cn2c(-c3cscn3)nc3ccccc32)c(Cl)c1 | -8%
CN1CC(c2ccccc2)C2(COc3ccccc3C2=O)C12C(=O)Nc1ccccc12 (stereo unspecified) | -3%
O=C(NCCCN1CCOCC1)c1cnn2c(-c3ccccc3)cc(-c3ccccc3)nc12 | -9%
Cc1ccc(-c2cc(C(F)F)n3ncc(C(=O)Nc4c(C)nn(Cc5ccccc5Cl)c4C)c3n2)cc1 | -2%
COc1ccccc1Nc1nc(N)nc(-c2oc3ccccc3c2C)n1 | -13%
CCCN1CCCc2cc(CN)ccc21 | -4%
CS/C(=N\S(=O)(=O)c1ccc(N)cc1)NS(=O)(=O)c1cccs1 | -2%
COc1ccccc1OCC(=O)c1[nH]c(C)c(C(C)=O)c1C | 1%
CCOc1ccccc1C(=O)N(C)Cc1cc2cc(OC)ccc2[nH]c1=O | 2%
CCC(C(=O)OC)n1cnc2c(cnn2-c2ccc(Cl)cc2)c1=O (stereo unspecified) | -12%
Cc1ccc(OC(=O)COc2ccccc2)c(-n2nc3ccccc3n2)c1 | -1%
O=C(NCc1ccccc1F)c1ccc2c(c1)OCO2 | -8%
COc1ccc(N2CCN(c3nc4c(c(=O)n(C)c(=O)n4C)n3CCCc3ccccc3)CC2)cc1 | -6%
CCOC(=O)c1c(-c2ccc(C)cc2)csc1NC(=O)C1CC1 | 4%
CC(=O)N1CN(C2CCS(=O)(=O)C2)Cc2c1sc1c2CCCC1 (stereo unspecified) | -9%
O=C(/C=C/c1ccc2c(c1)OCO2)N1CCOCC1 | -10%
Cc1ccccc1N(CC(=O)O)S(=O)(=O)c1ccccc1 | -8%
Cc1cccc(NC(=O)/C=C/c2ccc(Cl)cc2)c1 | -1%
CN(C)c1ccc(C(=S)N2CCCCCC2)cc1 | -17%
COC(=O)COC(=O)c1c(Cl)ccc(Cl)c1OC | 7%
Cc1cccc(C)c1Nc1nnc(SCC(=O)NCc2ccco2)s1 | 3%
COC(=O)C1=CN(Cc2cccs2)C=C(C(=O)OC)C1c1cccc(OC)c1OC | -10%
Cc1ccccc1Nc1nn2c(=O)c3ccccc3nc2s1 | -4%
C=CCn1c(SCC(=O)NCC(=O)OCC)nnc1-c1ccccn1 | -10%
O=C(COc1ccc(Cl)cc1Cl)Nc1ccc(O)c(-c2nc3ccccc3s2)c1 | 13%
Cc1c(C(=O)NCCc2ccccc2)oc2ccc(S(=O)(=O)N3CCC4(CC3)OCCO4)cc12 | -4%

In a second layout: results already given
CCC(C(=O)OC)n1cnc2c(cnn2-c2ccc(Cl)cc2)c1=O (stereo unspecified)
  mouse EphA4 binding = -12%
COc1ccc(N2CCN(c3nc4c(c(=O)n(C)c(=O)n4C)n3CCCc3ccccc3)CC2)cc1
  mouse EphA4 binding = -6%
Fc1ccc(Cn2c(-c3cscn3)nc3ccccc32)c(Cl)c1
  mouse EphA4 binding = -8%

As entered above:
mouse EphA4 binding, O=C(NCc1ccccc1F)c1ccc2c(c1)OCO2 stands at -8%
mouse EphA4 binding, CC(=O)N1CN(C2CCS(=O)(=O)C2)Cc2c1sc1c2CCCC1 (stereo unspecified) stands at -9%

Arranged by length of the SMILES (falling): 3 of the compounds above
SMILES | mouse EphA4 binding
CC(C)(C)NC(=O)CN(Cc1cccnc1)C(=O)c1csnn1 | -8%
COc1cc(C)c(Cl)cc1S(=O)(=O)n1ccnc1C | -14%
Cn1nccc1C(=O)c1ccc(Cl)cc1 | 5%
